Screening data (PubChem BioAssay)
TRPC6 activator = activators of mouse TRPC6 channel. actives 0.13% (n = 310,000). AID 2550. B-score at 10 µM. HEK293-TRPC6 membrane potential dye fluorescence; active compounds read high;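 active = B-score of the integrated fluorescence ratio above library mean plus 3 SD, and starting fluorescence ratio within library mean plus 5 SD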;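 also: higher score means more depolarization so channel activation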
RGS4 inh = human RGS4 inhibition; P49798; HEK293 M3R/RGS4 inducible, Fluo-4 calcium flux; active compounds read high; triggered by carbachol at its EC20; B-score at 10 µM; actives 0.45% (n = 310,000); AID 463165;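 active = B-score, a plate-corrected calcium signal, over three deviations above library mean, with baseline fluorescence within five deviations of library mean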;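 also: RGS4 expression induced by doxycycline in cells with stable M3 receptor; B-score is computed from the integrated fluorescence ratio over baseline after carbachol; higher B-score means a larger calcium signal and so more RGS4 inhibition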
Target sequence (P49798 whole entry, looked up): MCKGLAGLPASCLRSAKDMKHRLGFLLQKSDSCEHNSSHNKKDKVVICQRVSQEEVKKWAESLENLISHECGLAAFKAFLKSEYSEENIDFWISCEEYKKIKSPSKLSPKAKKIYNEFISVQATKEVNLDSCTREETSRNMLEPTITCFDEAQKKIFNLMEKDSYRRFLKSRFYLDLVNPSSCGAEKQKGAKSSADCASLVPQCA
TMEM16A inh = mouse TMEM16A channel inhibition, primary screen; Q8BHY3; HEK293 TMEM16A/YFP iodide influx fluorescence, ionomycin; normalized B-score (activity score, 25-100; higher = stronger inhibition) at 10 µM; actives 1.2% (n = 310,000); AID 588511;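 active = ratio plate-corrected score three or more library SD toward inhibition, starting fluorescence score within five deviations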;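 also: score derived from kinetic fluorescence span divided by baseline fluorescence per well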
TRPC6 inh = inhibitors of mouse TRPC6 channel. Q61143. HEK293-TRPC6, membrane potential dye, ACh-evoked depolarization; active compounds read low. B-score at 10 µM. actives 1.1% (n = 310,000). AID 2553;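 active = B-score under library mean minus 3 SD, initial fluorescence not abnormally high, positive integrated signal ratio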;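 also: B-score derived from integrated fluorescence ratio over the kinetic read; more negative B-score means stronger inhibition of depolarization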
HDAC3 inh = inhibitors of human histone deacetylase 3. O15379. recombinant HDAC3, fluorogenic peptide/trypsin coupled, fluorescence. inhibition, % at 8.3 µM. actives 0.15% (n = 320,000). AID 2718; in the data active = inhibition above about 26%, passing the limit was not always enough; inconclusive = no clear call, values can overlap the other calls
Target sequence (O15379 whole entry, looked up): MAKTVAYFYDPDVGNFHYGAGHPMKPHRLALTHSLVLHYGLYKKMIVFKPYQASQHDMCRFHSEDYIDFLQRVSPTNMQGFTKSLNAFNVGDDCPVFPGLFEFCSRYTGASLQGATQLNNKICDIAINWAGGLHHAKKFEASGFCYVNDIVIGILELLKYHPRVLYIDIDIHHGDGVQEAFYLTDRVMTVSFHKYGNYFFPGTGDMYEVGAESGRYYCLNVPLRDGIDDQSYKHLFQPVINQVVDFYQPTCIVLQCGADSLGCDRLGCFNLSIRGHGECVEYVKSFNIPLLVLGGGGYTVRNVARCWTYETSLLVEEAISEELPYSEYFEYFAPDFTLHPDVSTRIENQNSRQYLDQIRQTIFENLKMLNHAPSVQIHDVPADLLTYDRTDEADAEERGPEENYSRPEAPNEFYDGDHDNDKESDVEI
SKKanGAS inh = inhibitors of SKKanGAS S. pyogenes growth in kanamycin (SK-promoter or general growth effect) | actives 1.3% (n = 300,000) | inhibition, % at 7.5 µM | BacTiter-Glo, 6 h;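 active = mean replicate score, as percent of positive control median, at least 50; inconclusive = mean below 50 but one replicate at or above 50; inactive = mean and every replicate below 50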;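 also: strain carries kanamycin resistance gene driven by streptokinase promoter and grows in 40 µg/ml kanamycin; loss of luminescence reflects streptokinase promoter inhibition or plain growth inhibition; 0% = median of DMSO wells and 100% = positive control at its reference dose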
MrgX1 antagonist = blocks BAM8-22 activation of human MrgX1 receptor; Q96LB2; MRGX1-HEK293 calcium flux, Fluo-4, BAM8-22 antagonism; active compounds read low; B-score at 10 µM; actives 1.3% (n = 310,000); AID 588676;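 active = calcium-response B-score plate-corrected more than 3 library SD below zero, starting fluorescence within 5 deviations, no agonist response on first addition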;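 also: peak minus trough fluorescence over baseline after final BAM8-22 challenge near maximal dose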
Target sequence (Q96LB2 whole entry, looked up): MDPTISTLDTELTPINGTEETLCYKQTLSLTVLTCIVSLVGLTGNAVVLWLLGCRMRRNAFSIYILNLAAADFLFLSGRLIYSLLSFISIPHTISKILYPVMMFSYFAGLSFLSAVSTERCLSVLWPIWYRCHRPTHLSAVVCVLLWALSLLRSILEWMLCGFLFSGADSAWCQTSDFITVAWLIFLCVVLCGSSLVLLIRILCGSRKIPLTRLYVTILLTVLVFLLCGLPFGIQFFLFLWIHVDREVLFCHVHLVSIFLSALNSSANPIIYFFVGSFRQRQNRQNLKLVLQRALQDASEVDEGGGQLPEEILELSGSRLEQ
MrgX1 PAM = allosterically activates human MrgX1 receptor signaling | MrgX1-HEK293, Fluo-4 calcium flux, FDSS; active compounds read high | B-score at 10 µM | actives 0.63% (n = 310,000) | AID 588675;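 active = plate-corrected calcium response at least 3 library SD above typical, normal starting fluorescence, not activating the receptor alone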;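 also: compound read alongside a low EC10 to EC30 dose of BAM8-22 agonist; peak minus trough fluorescence over baseline measured at the second addition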
RGS4 act = RGS4 potentiation or activation. HEK293 M3R/inducible RGS4, carbachol calcium flux Fluo4; active compounds read low. B-score at 10 µM. actives 0.92% (n = 310,000). AID 463111;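 active = B-score of the integrated calcium signal more than 4 SD below the library mean, with starting fluorescence not abnormally high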;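 also: negative B-score means reduced calcium response which marks RGS4 activation or potentiation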
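test system = M3R-expressing HEK293 line, RGS4 induced by doxycycline | probe or stimulus = carbachol at ECmax as muscarinic agonist stimulus | timing = dye loading 30 min 37 °C, buffer rest 30 min RT | signal = calcium dye Fluo4 fluorescence | evaluation = B score from integrated fluorescence ratio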
MrgX1 ag = activates human MrgX1 receptor signaling; MrgX1-HEK293 cells, Fluo-4 calcium fluorescence, agonist mode; active compounds read high; B-score at 10 µM; actives 0.44% (n = 310,000); AID 588627;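 active = calcium response B-score plate-corrected fluorescence ratio at least 3 library SD, with starting fluorescence B-score inside 5 SD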
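Material: HEK293 cells stably expressing human MrgX1 receptor | Quantity: 15,000 cells per well | Times: Cells plated overnight, dye loaded 0.5 h 37 °C, 0.5 h room temperature | Measured by: Kinetic Fluo-4 NW fluorescence of intracellular calcium | Control set: Positive and negative controls per plate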
TMEM16A act = activates or potentiates the mouse TMEM16A chloride channel | HEK293 TMEM16A/YFP-H148Q/I152L, iodide quench fluorescence; active compounds read low | AID 623877 | actives 0.3% (n = 340,000) | B-score at 10 µM | Q8BHY3;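 active = fluorescence-ratio B-score plate-corrected deviation score at least 3 library SD below zero, with starting fluorescence score within 5 deviations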;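 also: channel opened by trigger with iodide after compound preincubation; score built on the fluorescence ratio of max minus min over baseline; more negative score means more quench and so TMEM16A activation or potentiation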
* hit, by the source's call; i = inactive; u = inconclusive; x = no result given. No enrichment for hits; overall some 6.7% were active at least once.

SMILES	TRPC6 activator	RGS4 inh	TMEM16A inh	TRPC6 inh	HDAC3 inh	SKKanGAS inh	MrgX1 antagonist	MrgX1 PAM	RGS4 act	MrgX1 ag	TMEM16A act
O=C(NC(=O)c1ccc(C(F)(F)F)cc1)Nc1ccc(-c2cnco2)cc1	i	i	i	i	-4.8	-3.9	i	i	i	i	i
COCCOC(=O)C1=C(C)Nc2ncnn2C1c1ccc(F)cc1 (stereo not drawn)	i	i	i	i	3.1	x	i	i	i	i	i
O=C(NCc1nc(-c2ccc(C(F)(F)F)cc2)no1)Nc1ccc(F)cc1F	i	i	i	i	-2.5	-4.1	i	i	i	i	i
COc1ccc(N2CCN(S(=O)(=O)CCNC(=O)C3CC3)CC2)cc1	i	i	i	i	-4.7	-1.6	i	i	i	i	i
COc1ccc(Cn2nc(C)n(N(C)c3ncc(C(F)(F)F)cc3Cl)c2=O)cc1	i	i	i	i	4.7	3.9	i	i	i	i	i
COc1ccc(C(=O)Nc2nc(-c3cccs3)c(NC(C)=O)s2)cc1	i	i	i	i	-7.5	4.7	i	i	i	i	i
Cn1c(Nc2ccc(F)cc2)nc2ccccc21	i	i	i	i	2.2	-5.5	i	i	i	i	i
COc1cc(NC(=O)C2=CC(c3ccco3)=NS(=O)(=O)N2C)cc(OC)c1OC	i	i	i	i	-4.2	0.5	i	i	i	i	i
Cc1ccc(Nc2cc(C)nc(-c3ccccc3)n2)cc1	i	i	i	i	13.2	-6.3	i	i	i	i	i
O=C(CSc1nc2ccccc2c(=O)n1CCC(=O)N1CCCCC1)NCc1ccccc1	i	i	i	i	3.0	5.7	i	i	i	i	i
COC(=O)c1sc(N2C(=O)C(=O)/C(=C(/O)c3ccc(C)cc3)C2c2ccco2)nc1C (stereo not drawn)	i	i	i	i	4.7	19.0	i	i	i	i	x
COc1ccccc1NS(=O)(=O)c1cccc(C(=O)N/N=C/c2ccccc2OCC(=O)O)c1	i	i	i	i	x	-4.9	i	i	i	i	i
CN(C(=O)Nc1ccccc1)n1cnc2ccccc2c1=O	i	i	i	i	-4.0	-1.3	i	i	i	i	i
CN1c2ccccc2C(O)=C(C(=S)Nc2ccccc2)S1(=O)=O	i	i	i	i	1.2	10.0	i	i	i	i	i
O=C(O)c1ccc(-c2nc(-c3ccccc3)c(-c3ccccc3)[nH]2)cc1	i	i	i	i	-379.4	13.8	i	i	i	i	i
O=C(Cc1ccccc1)NCC(=O)N/N=C/c1ccc(C(=O)O)cc1	i	i	i	i	x	3.4	i	i	i	i	i
CC1CCCCN1c1nc(-c2ccncc2)nc2ccccc12 (stereo not drawn)	i	i	i	i	4.4	11.2	i	i	i	i	i
CC(C)CC(=O)NC(c1cccs1)c1ccc2cccnc2c1O (stereo not drawn)	i	i	i	i	-2.5	u	i	i	i	i	i
C=CCn1c(Cc2nc3ccc(Cl)cc3[nH]2)n[nH]c1=S	i	i	i	i	2.5	1.1	i	i	i	i	i
CC(=O)N(/N=C1/C(=O)Nc2ccccc21)c1ccccc1	i	i	i	i	6.2	-2.1	i	i	i	i	i
O=C(Cn1c(=O)cnc2ccccc21)N1CCCc2ccccc21	i	i	i	i	-3.9	1.2	i	i	i	i	i
CCOC(=O)N1CCN(C(=O)Cc2ccccc2[N+](=O)[O-])CC1	i	i	i	i	-4.1	1.5	i	i	i	i	i
C=CCn1c(Cc2ccccc2)nnc1SCc1nc2ccccc2c(=O)[nH]1	i	i	i	i	-3.9	-0.8	i	i	i	i	i
Cn1cccc1Cc1nnc(SCC(N)=O)n1-c1ccc(F)cc1	i	i	i	i	0.4	-2.6	i	i	i	i	i
Cc1c(Br)c([N+](=O)[O-])nn1CC(=O)NCc1ccccn1	i	i	i	i	-2.5	-4.2	i	i	i	i	i
CCN1C(=O)CC(C(=O)O)SC1=Nc1ccc(OC)cc1 (stereo not drawn)	i	i	i	i	2.4	5.0	i	i	i	i	i
CSc1nc(NS(=O)(=O)c2cc(Br)ccc2Br)cc(=O)[nH]1	i	i	i	i	-7.8	-1.2	i	i	i	i	i
N#Cc1ncc(Cc2ccccc2)nc1C#N	i	i	i	i	-3.0	12.4	i	i	i	i	i
Cc1ccc(S(=O)(=O)Oc2ccccc2N2C(=O)C3C4CCC(C4)C3C2=O)cc1 (stereo not drawn)	i	i	i	i	0.4	-0.1	i	i	i	i	i
C=CCCC(=O)Nc1nc(C)c(-c2csc(Nc3ccccc3OC)n2)s1	i	i	i	i	8.4	12.0	i	i	i	i	i
CCOc1ccc2[nH]c(C)c(CN3CCN(CC)CC3)c(=O)c2c1	i	i	i	i	-2.3	-5.1	i	i	i	i	i
Cc1ccc(C)c(S(=O)(=O)N2CCN(C(=O)CCc3nc4ccccc4c(=O)[nH]3)CC2)c1	i	i	i	i	0.0	-4.2	i	i	i	i	i
CN1CCc2c(sc(NC(=O)Cc3ccccc3)c2C#N)C1	i	i	i	i	-7.2	2.9	i	i	i	i	i
CN1CCN(C(=O)/C(=C\c2cccc([N+](=O)[O-])c2)NC(=O)c2cccs2)CC1	i	i	i	i	-11.6	4.1	i	i	i	i	i
CC(=O)NC1C(=O)N(CCN2CCOCC2)c2ccc(C)cc21 (stereo not drawn)	i	i	i	i	-9.4	2.3	-6.1*	i	i	i	i
CCN1/C(=C2/SC(=S)N(C)C2=O)C=Cc2cc(C)ccc21	i	i	i	i	1.7	-3.2	i	i	i	i	i
COc1ccc(/C(O)=C2/C(=O)C(=O)N(Cc3cccnc3)C2c2ccncc2)cc1F (stereo not drawn)	i	i	i	i	-4.0	1.5	i	i	i	i	i
COc1ccccc1NC(=O)CSC(N)=O	i	i	i	i	63.1*	1.7	i	i	i	i	i
Cc1ccc(-c2c(C#N)c(N)nc3c2CCCC3)s1	i	i	i	i	2.0	-1.9	i	i	i	i	i
COC(=O)c1ccccc1NC(=O)CN1CCCCCC1	i	i	i	i	0.1	3.0	i	i	i	i	i
O=S(=O)(NC1CC2CCC1C2)c1ccc2c(c1)OCCO2 (stereo not drawn)	i	i	i	i	3.3	-0.6	i	i	i	i	i
CC(C)(C)OC(=O)[C@H](CCCCN)NC(=O)c1nc[nH]c1C(=O)NCCCCCN	i	i	i	i	-1.9	0.5	i	i	i	i	i
Cc1cc(N)n(Cc2ccc(Cl)cc2)n1	i	i	i	i	-2.4	3.6	i	i	i	i	i
Cc1occc1C(=O)N/N=C/c1cccs1	i	i	i	i	5.0	-0.2	-10.3*	i	i	i	i
COc1ccc(CN(C)C(=O)CC(c2ccccc2)c2ccccc2)cc1	i	i	25*	i	1.6	3.2	i	i	i	i	i
CC(C)=CCC/C(C)=C/CC(C)(C)CNCCN1CCNCC1	i	i	i	i	u	-11.2	i	i	i	i	x
CC(=O)C1=C(O)C(=O)N(c2ccc(S(N)(=O)=O)cc2)C1c1ccccc1F (stereo not drawn)	i	i	i	i	0.1	-3.8	i	i	i	i	i
O=C(Cn1nnc(-c2cccc(C(F)(F)F)c2)n1)N1CCOCC1	i	i	i	i	x	2.0	i	i	i	i	i
O=C(NC1CCCC1)C(c1ccsc1)N(Cc1ccco1)C(=O)Cc1cccs1 (stereo not drawn)	i	i	i	i	-1.6	-2.0	i	i	i	i	i
c1ccc(COc2cccc(CNn3cnnc3)c2)cc1	i	i	i	i	1.3	-8.3	i	i	i	i	i
CCOc1ccc2nc(NC(=O)Cn3cnc4c3c(=O)n(C)c(=O)n4C)sc2c1	i	i	i	i	2.8	-14.5	i	i	i	i	i
O=C(Cn1ncc2c(=O)oc3ccccc3c21)NCCc1ccsc1	i	i	i	i	2.6	1.5	i	i	i	i	i
Cc1ccc(C(=O)N/N=C\c2ccc[nH]2)cn1	i	i	i	i	7.6	10.9	i	i	i	i	i
Cc1c(NC(=O)c2ccc(=O)oc2)c(=O)n(-c2ccccc2)n1C	i	i	i	i	7.4	8.3	i	i	i	i	i
COc1ccccc1Nc1nc(N)nc(-c2oc3ccccc3c2C)n1	i	i	i	i	-4.8	-3.2	i	i	i	i	i
Cc1ccc(-c2nc(CS(=O)(=O)CC(=O)NCCN3CCOCC3)c(C)o2)cc1	i	i	i	i	-0.4	8.2	i	i	i	i	i
O=C(O)c1cccc(CSc2ncccn2)c1	i	i	i	i	1.1	-5.7	i	i	i	i	i
C/C(=C1/SC(N2CCOCC2)=NC1=O)c1ccc(Br)cc1	i	i	i	i	2.5	-4.9	i	i	i	i	i
Cc1nc(C(=O)N2CCCC(C(=O)c3ccc(Cl)cc3)C2)cs1 (stereo not drawn)	i	i	i	i	x	-16.5	i	i	i	i	i
O=C(NCc1cccnc1)c1cc2nc(-c3cccs3)cc(C(F)(F)Cl)n2n1	i	i	i	i	0.3	17.9	i	i	i	i	i
(more compounds)
SMILES	TRPC6 activator	RGS4 inh	TMEM16A inh	TRPC6 inh	HDAC3 inh	SKKanGAS inh	MrgX1 antagonist	MrgX1 PAM	RGS4 act	MrgX1 ag	TMEM16A act
CCOc1cc(CNc2ncnc3nc[nH]c23)ccc1OC	i	i	i	i	0.6	-3.9	i	i	i	i	i
O=c1cc(-c2ccco2)nc(-c2cccs2)o1	i	i	i	i	9.1	-16.2	i	i	i	i	i
C=CCOc1ccccc1CNCCNC(=O)c1nonc1N	i	i	i	i	6.0	10.1	i	i	i	i	i
CC(NS(=O)(=O)c1cccc(Cl)c1)C(=O)N(C)C1CCN(C)CC1 (stereo not drawn)	i	i	i	i	-5.3	-6.0	i	i	i	i	i
CC1=C(C(=O)c2ccccc2)C(c2ccc(O)cc2)NC(=S)N1 (stereo not drawn)	i	i	i	i	-3.8	-6.9	i	i	i	i	i
O=C(NCc1ccccc1)c1ccc(N2CCC3(CC2)CC(c2ccccc2)=NO3)c([N+](=O)[O-])c1	i	i	i	i	7.3	14.6	i	i	i	i	i
CCOc1ccc(OCc2nnc(SCC(=O)NC3CCS(=O)(=O)C3)n2-c2ccc(Cl)cc2)cc1 (stereo not drawn)	i	i	i	i	-0.3	-12.4	i	i	i	i	i
Cc1ccc(-n2c(O)c(C=NCc3ccccn3)c3ccccc3c2=O)cc1C	i	i	i	i	u	19.1	i	i	i	i	i
Cc1ccc(C2=NN(C(=O)c3ccco3)C(O)(C(F)(F)F)C2)cc1 (stereo not drawn)	i	i	i	i	10.4	-14.7	i	i	i	i	i
COc1ccccc1-c1cn(S(=O)(=O)c2ccc(C)cc2)nc1N	i	i	i	i	-0.8	4.8	i	i	i	i	i
